# Yeast superoxide: caloric restriction mimetics inhibiting age-related superoxide in yeast. 330,000 compounds, 0.18% hits. S. cerevisiae aged cells, superoxide DHE fluorescence; active compounds read low. AID 2690. superoxide response (% of plate mean), % at 10 µM;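 active means superoxide response under a set limit, about three screen SD below normal, cut at about 65% in these data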;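 further: yeast aged for seven days with compound at 30 °C before DHE staining; 100% = average MFI of all compound-treated wells on the plate with controls excluded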
# PP1 inh: PP1-alpha (human) inhibition in PP5 counter-screen. 320,000 compounds, 0.9% hits. AID 2235. inhibition, % at 6.7 µM. purified PP1alpha, OMFP fluorescence;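 active means inhibition above the mean inhibition of all tested compounds plus 3 SD, computed separately for each screening campaign, cut at about 15% in these data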
# Target sequence (P62136 whole entry, looked up): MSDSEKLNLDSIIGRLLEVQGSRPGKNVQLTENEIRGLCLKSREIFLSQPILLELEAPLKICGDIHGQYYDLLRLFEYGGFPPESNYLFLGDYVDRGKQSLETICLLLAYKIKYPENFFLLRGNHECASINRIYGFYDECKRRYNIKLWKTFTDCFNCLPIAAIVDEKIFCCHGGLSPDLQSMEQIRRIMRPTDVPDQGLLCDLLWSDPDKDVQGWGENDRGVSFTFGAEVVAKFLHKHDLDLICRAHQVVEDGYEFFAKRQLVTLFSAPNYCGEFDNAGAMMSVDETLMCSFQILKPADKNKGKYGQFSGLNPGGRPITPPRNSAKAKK
# HCV core dimer: blocks dimerization of HCV core protein. TR-FRET GST/Flag-core106 dimerization, 1536-well. inhibition, % at 5 µM. 300,000 compounds, 0.33% hits. AID 1899;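 active means inhibition above the mean of all tested compounds plus 3 SD, set per screening campaign, cut at about 45% in these data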
#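 System – GST-tagged and Flag-tagged HCV core protein residues 1-106 · Repeats – one well for each compound · Technique – TR-FRET 671 and 617 nm emission · Doses – one concentration, 5 µM, in 0.5% DMSO · Times – 4 h, 22.5 °C incubation · Also added – Eu donor and XL665 acceptor anti-tag antibodies · Measure – percent inhibition of core106 dimerization signal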
# TPT1 inh: blocks Candida albicans tRNA 2'-phosphotransferase | AID 1962 | 300,000 compounds, 0.81% hits | recombinant caTPT1, FP RNA substrate dephosphorylation | inhibition, % at 5 µM;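 active means inhibition above the mean of all tested compounds plus 3 SD, set per screening campaign, cut at about 24% in these data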;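 further: plate controls were DMSO alone for no effect and ferristatin control at 100 nM for full effect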
# EBNA-1 inh: blocks EBNA-1 binding to DNA. EBNA-1 DNA binding, fluorescence polarization. inhibition, % at 14.8 µM. 300,000 compounds, 0.34% hits; in the data active means inhibition above about 28%
# JMJD2C inh: blocks human GASC-1 demethylase activity; Q9H3R0; GST-JMJD2C(1-420) H3K9me3 demethylation, DELFIA europium; inhibition, % at 2.35 µM; 330,000 compounds, 0.069% hits;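 active means more than half of a compound's replicate wells show inhibition beyond 50%, single wells judged on their own value; inconclusive means some, but no more than half, of replicates pass 50% inhibition; inactive means no replicate passes 50% inhibition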;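 further: signal counts dimethyl H3K9 product captured on neutravidin plate; 0% = median of DMSO wells and 100% = 0.3 times that DMSO median; strong numbers were not always called active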
# ZTA DNA inh: counter-screen for EBNA-1 inhibitors: inhibitors of Epstein-Barr virus ZTA; 320,000 compounds, 0.15% hits; AID 2234; inhibition, % at 11 µM; ZTA-DNA binding, fluorescence polarization; in the data active means inhibition above about 33%
# Target sequence (P03206 whole entry, looked up): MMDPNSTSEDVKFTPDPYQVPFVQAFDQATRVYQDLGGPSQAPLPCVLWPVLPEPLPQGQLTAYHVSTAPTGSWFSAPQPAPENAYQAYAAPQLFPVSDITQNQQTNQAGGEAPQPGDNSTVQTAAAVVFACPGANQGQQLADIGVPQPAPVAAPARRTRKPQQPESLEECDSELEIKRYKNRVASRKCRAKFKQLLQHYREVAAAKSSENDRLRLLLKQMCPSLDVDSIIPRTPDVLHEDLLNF
# PP5 primary: PP5 (human) phosphatase inhibition. purified PP5c, OMFP substrate fluorescence. P53041. 320,000 compounds, 0.18% hits. inhibition, % at 6.7 µM;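 active means inhibition above the campaign's mean inhibition across all tested compounds plus 3 SD, cut at about 9.5% in these data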;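 further: 0% = DMSO only and 100% = 100 µM cantharidin control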
# Target sequence (P53041 whole entry, looked up): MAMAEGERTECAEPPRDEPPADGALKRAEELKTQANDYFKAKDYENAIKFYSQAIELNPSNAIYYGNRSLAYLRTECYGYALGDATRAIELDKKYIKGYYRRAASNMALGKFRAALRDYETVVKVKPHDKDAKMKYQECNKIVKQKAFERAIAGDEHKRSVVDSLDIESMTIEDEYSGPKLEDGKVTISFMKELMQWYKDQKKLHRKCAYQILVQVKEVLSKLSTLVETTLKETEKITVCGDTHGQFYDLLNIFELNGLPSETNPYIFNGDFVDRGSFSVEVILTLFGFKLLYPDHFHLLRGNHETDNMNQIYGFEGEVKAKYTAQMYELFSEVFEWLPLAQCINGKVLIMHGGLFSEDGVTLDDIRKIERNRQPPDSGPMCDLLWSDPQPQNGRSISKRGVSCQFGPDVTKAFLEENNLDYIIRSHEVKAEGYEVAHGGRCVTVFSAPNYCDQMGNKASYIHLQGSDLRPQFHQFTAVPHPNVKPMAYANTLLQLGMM
# CTSL1 counter: cathepsin L1 inhibition, PFM18AAP counter-screen; 300,000 compounds, 0.49% hits; recombinant F. hepatica cathepsin L1, Z-Leu-Arg-MCA fluorescence; inhibition, % at 5.96 µM;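 active means inhibition above the mean of all tested compounds plus 3 SD, set per screening campaign, cut at about 17% in these data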;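 further: 0% = plate median of test compound wells and 100% = 1 µM Z-Phe-Ala-diazomethylketone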
# * hit, by the source's call; u = inconclusive; x = not tested or not shown; & = joins results of further samples. Random draw from the library; overall some 3.1% were active at least once.
SMILES,Yeast superoxide,PP1 inh,HCV core dimer,TPT1 inh,EBNA-1 inh,JMJD2C inh,ZTA DNA inh,PP5 primary,CTSL1 counter
Cc1nn(C(C)C)c(C)c1CN1CCCC(CCC(=O)NCc2ccccc2F)C1 (configuration not stated),103,-1,-1,-2,2,18,-2,1.0,1
COc1ccc(/C=C2\SC(=O)N(CCNC(=O)C3CSC4(C)CCC(=O)N34)C2=O)cc1 (configuration not stated),102,1,1,3,-1,u,14,-0.8,4
Cc1ccc(S(=O)(=O)N(C)c2ccc(OCC(=O)Nc3nc4ccccc4s3)cc2)cc1,101,5,6,-2,8,-3,7,1.7,4
c1ccc(C(c2ccccc2)N2CCN(c3ccc4ccccc4n3)CC2)cc1,104,-3,6,-1,7,-9,-2,0.1,0
c1ccc(Nc2nn[nH]n2)cc1,112,-7,6,-2,7,-17,8,2.3,0
CCOC(=O)COc1ccc(C(c2c(C)[nH][nH]c2=O)c2c(C)[nH][nH]c2=O)cc1,96,0,1,2,7,-1,-19,2.1,0
CC(C)N(C(C)C)S(=O)(=O)c1ccc(NC(=O)c2cnccn2)cc1,88,2,-16,-2,4,1,-17,-0.7,-2
Cc1cc(N)n(Cc2ccc(Cl)cc2)n1,115,4,0,-1,0,x,-4,0.0,6
Cc1ccc(S(=O)(=O)N(CC(O)CN2CCCC2)c2ccccc2)cc1 (configuration not stated),78,-1,-6,-4,3,-2,-9,3.1,-3
CC(OC(=O)CCCN=C1NS(=O)(=O)c2ccccc21)C(=O)N(C)c1ccccc1 (configuration not stated),106,-9,-5,3,3,2,3,-0.2,-3
NC(=O)C1CCN(C(=O)/C=C/c2ccco2)CC1,119,-4,-6,-1,-1,0,-4,1.0,-2
O=S(=O)(c1ccc(Br)s1)N1CCc2ccccc2C1,89,-3,0,1,-1,0&14,4,-0.2,-2
CCOC(=O)N1CCC(NC(=O)C2CCCN(C(=O)N3CCOc4ccccc43)C2)CC1 (configuration not stated),99,-3,-10,0,-13,1,-4,0.8,-3
CCOc1ccc(CC2c3cc(OCC)c(OCC)cc3CCN2C(=O)c2cc(OC)c(OC)c(OC)c2)cc1OCC (configuration not stated),95,-5,13,-4,7,2,21,-2.6,3
Cc1ccc(N2C(=O)C(Cl)=C(N3CCCCCC3)C2=O)cc1,100,-4,9,0,-1,0,-2,0.6,6

# A second format for some results above:
# Every second line gives: Yeast superoxide | PP1 inh | HCV core dimer | TPT1 inh | EBNA-1 inh | JMJD2C inh | ZTA DNA inh | PP5 primary | CTSL1 counter
- Cc1ccc(N2C(=O)C(Cl)=C(N3CCCCCC3)C2=O)cc1
 : 100 | -4 | 9 | 0 | -1 | 0 | -2 | 0.6 | 6
- CC(C)N(C(C)C)S(=O)(=O)c1ccc(NC(=O)c2cnccn2)cc1
 : 88 | 2 | -16 | -2 | 4 | 1 | -17 | -0.7 | -2
- COc1ccc(/C=C2\SC(=O)N(CCNC(=O)C3CSC4(C)CCC(=O)N34)C2=O)cc1 (configuration not stated)
 : 102 | 1 | 1 | 3 | -1 | u | 14 | -0.8 | 4
- CCOC(=O)N1CCC(NC(=O)C2CCCN(C(=O)N3CCOc4ccccc43)C2)CC1 (configuration not stated)
 : 99 | -3 | -10 | 0 | -13 | 1 | -4 | 0.8 | -3
- Cc1nn(C(C)C)c(C)c1CN1CCCC(CCC(=O)NCc2ccccc2F)C1 (configuration not stated)
 : 103 | -1 | -1 | -2 | 2 | 18 | -2 | 1.0 | 1

# (listing goes on)
SMILES,Yeast superoxide,PP1 inh,HCV core dimer,TPT1 inh,EBNA-1 inh,JMJD2C inh,ZTA DNA inh,PP5 primary,CTSL1 counter
COc1cccc(N=Nc2c(=O)[nH]n3c(=O)cc(C)[nH]c23)c1,116,5,-23,4,-18,3,-1,3.3,5
C=CCNc1nc(-c2cccs2)c(CC(=O)O)s1,105,1,1,6,4,8,-7,-1.8,3
O=C1CCCC2=C1C(c1ccc(O)c(O)c1)Nc1ccc3ccccc3c12 (configuration not stated),100,-4,2,-2,10,-37,-4,-0.6,-2
Cc1cc(C)cc(N2C(=O)C3CCCN3C2=S)c1 (configuration not stated),108,-3,3,-6,-4,4,5,-0.2,0
O=C(NNC(=O)c1cc2ccccc2oc1=O)c1ccccc1[N+](=O)[O-],92,-1,-4,-2,1,0,-10,-3.5,2
CCOC(=O)c1sc(NC(=O)C2CC2)nc1C,103,-1,-8,-1,-5,-18,1,2.5,-1
CCOCCCNC(=O)CN1C(=O)c2ccccc2Sc2ncccc21,101,-1,3,-1,-3,-4,2,1.2,0
CCc1cc(C(=O)c2ccc(OC)cc2)c(NC(=O)CCC(=O)O)s1,119,-4,1,2,-1,-14,-7,0.4,8
COc1ccc(C(NC(=O)N2CC(C)OC(C)C2)C(Cl)(Cl)Cl)cc1F (configuration not stated),98,0,-5,-2,7,7,9,0.1,2
COc1cc2c(cc1OC)CN(C(=O)COc1ccc(C#N)cc1)CC2,106,1,5,-1,3,4,0,0.8,-1
CCS(=O)(=O)N1CCC(C(=O)NCc2ccc3c(c2)OCO3)CC1,106,-2,-22,-1,7,2,-3,3.1,6
O=c1cc(-c2ccncc2)oc2ccccc12,112,1,-8,1,0,20,-6,2.2,-2
CN(CCNC(=O)C1CCN(S(=O)(=O)c2cnc[nH]2)CC1)Cc1ccccc1,99,-3,-6,2,3,9,4,-0.8,2
Cc1ccccc1NS(=O)(=O)c1cccc2nsnc12,91,1,2,2,-10,-18,6,0.0,2
C/C=C/c1ccc(OCCCCOc2c(OC)cccc2OC)c(OC)c1,103,-1,0,-3,-6,-15,0,3.7,0
CC(Sc1ccccc1)C(=O)NCC1COc2ccccc2O1 (configuration not stated),102,2,1,1,-15,-18,-13,-0.2,-2
N#Cc1cc2cc3c(cc2nc1SCC(=O)N1CCOCC1)OCCO3,97,-1,-5,-3,-15,4,-10,0.2,-3
COc1cc(SC)ccc1C(=O)N(Cc1ccccc1)c1ccccc1,113,1,10,-1,-6,-37,-4,5.4,0
NC(=O)c1nc(C(=O)N2CCN(c3ccccc3)CC2)c2ccccc2n1,105,-1,x,x,x,-6,4,0.2,x
CC(C)C(NC(=O)CCNC(=O)c1ccccc1Cl)c1nc2ccccc2[nH]1 (configuration not stated),101,-1,x,x,x,0,3,3.0,x
Cc1cc(C)nc(NC(=NCCc2c[nH]c3ccccc23)NC(=O)Nc2cccc([N+](=O)[O-])c2)n1,94,-5,10,-1,-2,-59,-1,-0.8,2
Cc1ccc(NC(=O)NCC(c2ccccc2)N(C)C)cc1 (configuration not stated),102,-4,-10,-3,-4,1,-22,-4.6,1
C=CCn1c(=O)c2ccc(C(=O)NCc3ccccc3)cc2n(Cc2ccc(Cl)cc2)c1=O,99,0,17,-2,3,-5,0,1.4,1
Cc1cccc(-c2nnc(SCC(=O)Nc3ncccn3)n2C)c1,110,0,-4,1,1,1,1,-1.1,-1
CCOC(=O)C(NC(=O)c1ccccc1Cl)(Nc1ccc(C(F)(F)F)cc1)C(F)(F)F (configuration not stated),91,2,0,-2,8,14,-1,0.1,-2
O=c1c2ccccc2ncn1Cc1ccc(Cl)c(Cl)c1,103,3,-2,-4,-9,-3,-8,-1.8,2
CCC(=O)N1CC(C)C(=O)Nc2ccccc21 (configuration not stated),105,1,-9,-2,-14,1,0,4.0,1
CC1CC(C)CN(S(=O)(=O)c2ccc(NN)nc2)C1 (configuration not stated),89,-1,0,-1,5,-2,1,1.9,-2
CCOC(=O)N1CCC2(CC1)C(C(=O)C13CC4CC(CC(C4)C1)C3)C2(C#N)C#N (configuration not stated),112,-8,4,7,-16,0,-11,2.3,1
COc1cc(CNCCCN2CCOCC2)cc(Br)c1OCc1ccc(Cl)cc1,111,5,-5,-2,1,-13,14,-0.6,1
CCOC(=O)C1=C(C)NC2=C(C(=O)CCC2)C1c1ccc(O)c(OCC)c1 (configuration not stated),97,-1,-9,-4,4,0,-23,2.9,1
Cn1c(N)c(C(=O)COC(=O)c2ccc(Cl)c(S(=O)(=O)N3CCCC3)c2)c(=O)n(C)c1=O,109,0,2,-1,2,1,1,-0.3,-5
Cc1noc(C)c1COc1ccccc1C(=O)NNC(=O)C(C)Oc1ccccc1F (configuration not stated),97,-3,-1,3,2,1,-6,-0.6,-1
CCOc1ccc(NC(=O)CN(C)C(=O)c2cc(S(=O)(=O)N(C)C)ccc2N2CCCC2)cc1OCC,103,-1,0,0,-8,u,0,0.0,9
COc1ccccc1C(=O)OCC(=O)NC(=O)NCc1ccccc1,114,-3,-3,-6,-1,-6,-6,-1.7,-3
Cc1cc(C)nc(SCc2cccc(C(=O)O)c2)n1,101,-3,-6,-2,11,5,0,0.6,-5
Cn1c(N2CCOCC2)cc(=O)n(C)c1=O,88,-2,-2,3,-6,-14,-12,-0.2,-3
CC(Oc1ccccc1)C(=O)N1CCC2(CC1)Oc1ccc(Cl)cc1C(=O)C21CC(c2ccccc2)=NO1 (configuration not stated),105,10,39,0,-1,2,-8,4.0,1
CCC(=O)c1ccc2c(c1)N(CCCN(C)C)c1ccccc1S2,103,-8,-15,-6,9,9,2,0.5,-2
CC(C)C(c1nnnn1Cc1cccs1)N1CCN(C2CCCC2)CC1 (configuration not stated),102,0,7,-1,-15,-4,4,-3.6,-1
O=C(CNC(=O)C12CC3CC(CC(C3)C1)C2)N1CCN(S(=O)(=O)/C=C/c2ccccc2)CC1,96,-1,2,-1,1,-12,-8,0.5,3
O=C(COC(=O)C1=Cc2ccccc2OC1)NCc1ccco1,111,0,1,-1,5,-10,1,-1.2,-1
Cc1c(Cl)c([N+](=O)[O-])nn1CCCC(=O)Nc1cc(Oc2ccccc2)cc([N+](=O)[O-])c1,105,-2,0,0,-1,-2,-1,2.1,-2
CCC(C)N=C1Sc2nc3ccc(C)cc3cc2CN1CCOC (configuration not stated),101,-1,4,5,-14,-4,8,1.0,-1
Cc1cccc(C(=O)NC(C(=O)Nc2nc(-c3ccccn3)cs2)C(C)C)c1 (configuration not stated),109,21*,5,4,-15,8,-18,1.8,-5
O=C(CN1CCN(C2CCCCC2)CC1)Nc1cccc2ccccc12,101,-2,2,-2,-1,7,8,-1.6,-2
CCOC(=O)NC(NCc1ccccc1Cl)(C(F)(F)F)C(F)(F)F,96,-2,0,3,1,-12,12,-0.2,5
CCC1=NN(C(=O)Cc2ccccc2)C(O)(c2ccncc2)C1 (configuration not stated),88,-4,-2,-2,2,-11,-18,1.3,-5
COc1ccc(Cc2nc3ccc(C(=O)N(C)CCn4ccnc4)cc3o2)cc1OC,99,0,-13,0,-6,15,-9,2.6,-3
COCCNc1ncnc2c1cnn2-c1ccc(Cl)cc1,116,-10,0,1,0,-1,7,1.5,2
COC(=O)c1cc(C(=O)OC)cc(-n2c(C)cc(C=O)c2C)c1,89,-6,1,-4,-4,15,-6,-0.6,3
CC(=O)Oc1ccc(/C=c2\sc3ncnn3c2=O)cc1,95,-2,0,-1,0,3,-9,0.5,-3
CC(C)C(OC(=O)c1cc2c(s1)CCCCC2)C(=O)NC(N)=O (configuration not stated),90,13,-7,-4,-8,2,-10,0.1,11
CN(C)c1ccc(CN(C)C2CCCCC2)cc1,94,-3,-3,-2,13,0,-13,0.1,2
Cc1ccc(C)c(S(=O)(=O)Nc2ccc3scnc3c2)c1,94,-2,-1,-2,0,-9,6,1.8,-7
CC12CC3CC(C)(C1)CC(C(=O)N1CCN(C(=O)C4CCCO4)CC1)(C3)C2 (configuration not stated),119,-1,4,-3,2,-5,-4,1.1,2
O=c1c2[nH]c3ccc(F)cc3c2ncn1CCCN1CCOCC1,97,7,2,0,-19,-4,0,-0.5,0
Cc1ccc(NC(=S)NCc2ccc3c(c2)OCO3)cc1,102,-2,-4,-4,-6,2,-4,-2.6,-1
Cc1nnc(NC(=O)c2ccc3ccccc3c2)o1,110,19*,6,-2,13,-2,2,-2.4,0

# Screening results as filed in PubChem.
